# Bioassay records from PubChem.
# Platelet DG rel: inhibitors of platelet dense granule secretion, primary screen, cell-based, MLPCN, human platelets; human platelet-rich plasma, SFLLRN dense granule ATP release, luminescence; inhibition, %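 (compounds screened at 7.5 µM in platelet-rich plasma)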; hit rate 0.22% among 300,000; AID 1663, 2009;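 active = mean replicate score, as percent of positive control, at or above 50; inconclusive = mean below 50 but at least one replicate at or above 50; inactive = mean and every replicate below 50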
# MrgX1 PAM: positive allosteric modulators of MrgX1, primary screen, HEK293 cells, Fluo-4 calcium flux; B-score at 10 µM; FDSS; hits give high values; hit rate 0.63% among 310,000;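 active = plate-corrected calcium response at least 3 library SD above typical, normal starting fluorescence, not activating the receptor alone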;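 note: compound read alongside a low EC10 to EC30 dose of BAM8-22 agonist; peak minus trough fluorescence over baseline measured at the second addition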
# Target sequence (Q96LB2 whole entry, looked up): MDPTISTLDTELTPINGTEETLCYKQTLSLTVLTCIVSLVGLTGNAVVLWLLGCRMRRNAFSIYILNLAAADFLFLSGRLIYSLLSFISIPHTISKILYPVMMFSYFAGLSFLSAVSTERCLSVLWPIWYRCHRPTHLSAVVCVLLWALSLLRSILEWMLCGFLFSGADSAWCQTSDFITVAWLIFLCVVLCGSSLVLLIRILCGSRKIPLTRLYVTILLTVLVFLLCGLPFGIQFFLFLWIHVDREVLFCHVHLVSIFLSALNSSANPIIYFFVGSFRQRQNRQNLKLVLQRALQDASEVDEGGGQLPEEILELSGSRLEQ
# TRPC6 act: mouse TRPC6 channel activators, primary screen, cell-based, HEK293, membrane potential dye | B-score at 10 µM | hit rate 0.13% among 310,000 | Short transient receptor potential channel 6 (Mus musculus), Q61143 | HEK293-TRPC6 membrane potential dye fluorescence; hits give high values;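 active = B-score of the integrated fluorescence ratio above library mean plus 3 SD, and starting fluorescence ratio within library mean plus 5 SD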;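 note: higher score means more depolarization so channel activation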
# RGS4 inh: RGS4 inhibitors, primary screen, cell-based, HEK293 M3R inducible RGS4, calcium flux; AID 463165, 2010; B-score at 10 µM; Regulator of G-protein signaling 4 (Homo sapiens), P49798; Fluo-4 calcium flux; hits give high values; triggered by carbachol at its EC20; hit rate 0.45% among 310,000;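 active = B-score, a plate-corrected calcium signal, over three deviations above library mean, with baseline fluorescence within five deviations of library mean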;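 note: RGS4 expression induced by doxycycline in cells with stable M3 receptor; B-score is computed from the integrated fluorescence ratio over baseline after carbachol; higher B-score means a larger calcium signal and so more RGS4 inhibition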
# Target sequence (P49798 whole entry, looked up): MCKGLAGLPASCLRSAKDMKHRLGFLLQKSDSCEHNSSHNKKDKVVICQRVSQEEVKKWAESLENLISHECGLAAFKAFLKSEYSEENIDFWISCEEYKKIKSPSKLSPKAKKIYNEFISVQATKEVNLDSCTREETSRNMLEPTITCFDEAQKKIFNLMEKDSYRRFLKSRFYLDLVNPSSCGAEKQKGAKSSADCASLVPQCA
# TRPC6 inhibitor: mouse TRPC6 channel inhibitors, primary screen, cell-based, HEK293, membrane potential dye; ACh-evoked depolarization; hits give low values; Short transient receptor potential channel 6 (Mus musculus), Q61143; hit rate 1.1% among 310,000; B-score at 10 µM; AID 2553, 2010;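 active = B-score under library mean minus 3 SD, initial fluorescence not abnormally high, positive integrated signal ratio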;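 note: B-score derived from integrated fluorescence ratio over the kinetic read; more negative B-score means stronger inhibition of depolarization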
# MrgX1 ag: agonists of human MrgX1 receptor, primary screen, HEK293 cells, Fluo-4 calcium flux | Mas-related G-protein coupled receptor member X1 (Homo sapiens), Q96LB2 | Fluo-4 calcium fluorescence, agonist mode; hits give high values | B-score at 10 µM | hit rate 0.44% among 310,000 | AID 588627, 2011;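 active = calcium response B-score plate-corrected fluorescence ratio at least 3 library SD, with starting fluorescence B-score inside 5 SD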
#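 Material: MrgX1-expressing HEK293 cells; input: 15,000 cells per well; doses: test compound given as first of three sequential additions; schedule: overnight plating before 1 h dye loading; technique: Fluo-4 NW calcium-flux fluorescence, kinetic read; evaluation: baseline-normalised fluorescence change ratio, B-scored; control set: plate-wise positive and negative controls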
# TRPC4 inh: inhibitors of mouse TRPC4 channel, primary screen, Fluo4 calcium, HEK293 TRPC4beta/mu-opioid cells; hit rate 0.39% among 300,000; DAMGO-evoked Fluo4 calcium flux; hits give low values; B-score at 10 µM; Short transient receptor potential channel 4 (Mus musculus), Q9QUQ5;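 active = B-score over 3 SD under the library average, no early fluorescence shift, positive overall ratio signal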
#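 Assay system: Stable TRPC4beta/mu-opioid receptor HEK293 cells | Reagent: DAMGO in two steps, submaximal then maximal | Compound dosing: Single concentration per test compound | Signal: Fluo4 Ca2+ flux fluorescence | Evaluation: Per-well B score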
# RGS4 act: RGS4 potentiators or activators, primary screen, cell-based, HEK293 M3R inducible RGS4, calcium flux | B-score at 10 µM | carbachol calcium flux Fluo4; hits give low values | AID 463111, 2010 | hit rate 0.92% among 310,000;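 active = B-score of the integrated calcium signal more than 4 SD below the library mean, with starting fluorescence not abnormally high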;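 note: negative B-score means reduced calcium response which marks RGS4 activation or potentiation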
#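 Also added: carbachol at ECmax as muscarinic agonist stimulus; Assay system: HEK293 cells with stable M3R and inducible RGS4; Timing: overnight RGS4 induction, 30 min dye load 37 °C, 20 min compound RT; Measured by: Fluo4-AM (2 µM) calcium-flux fluorescence, kinetic read.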
# MrgX1 antag: antagonists of human MrgX1 receptor, primary screen, HEK293 cells, Fluo-4 calcium flux; AID 588676, 2011; Mas-related G-protein coupled receptor member X1 (Homo sapiens), Q96LB2; B-score at 10 µM; hit rate 1.3% among 310,000; BAM8-22 antagonism; hits give low values;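 active = calcium-response B-score plate-corrected more than 3 library SD below zero, starting fluorescence within 5 deviations, no agonist response on first addition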;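 note: peak minus trough fluorescence over baseline after final BAM8-22 challenge near maximal dose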
# SKKanGAS inh: S. pyogenes SKKanGAS growth inhibitors in kanamycin, primary screen, streptokinase expression inhibitor project, SKKanGAS strain, BacTiter-Glo luminescence | inhibition, % at 7.5 µM | hit rate 1.3% among 300,000 | 6 h;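 active = mean replicate score, as percent of positive control median, at least 50; inconclusive = mean below 50 but one replicate at or above 50; inactive = mean and every replicate below 50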;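 note: strain carries kanamycin resistance gene driven by streptokinase promoter and grows in 40 µg/ml kanamycin; loss of luminescence reflects streptokinase promoter inhibition or plain growth inhibition; 0% = median of DMSO wells and 100% = positive control at its reference dose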
# HIF activator: HIF pathway transcriptional activators, primary screen, cell-based, U2OS HRE-luciferase, luminescence; activation, % at 7.5 µM (by protocol); AID 1910, 2009; hit rate 0.32% among 300,000; U2OS HRE-luciferase reporter; normalized: DMSO 0%, desferrioxamine 100%;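 active = mean activation of at least 10% of the iron chelator positive control signal, with at least half of replicates also reaching 10%; inconclusive = mean and replicate majority disagree about reaching 10%; inactive = mean and most replicates under 10%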
# The depositor's hits bear a star; i = inactive; ? = inconclusive; / = no result given.
Structure	Platelet DG rel	MrgX1 PAM	TRPC6 act	RGS4 inh	TRPC6 inhibitor	MrgX1 ag	TRPC4 inh	RGS4 act	MrgX1 antag	SKKanGAS inh	HIF activator
Cc1cc(C)c2[nH]c(=O)c(CN(CC3CCCO3)C(=S)Nc3ccccc3)cc2c1 (configuration not stated)	-15.1	i	i	i	i	i	i	i	i	3.6	0.2
CCCNC(=O)/C=C/c1ccc(S(=O)(=O)Nc2ccccc2OC)cc1	10.5	i	i	i	i	i	i	i	i	-12.8	0.0
CN(C)S(=O)(=O)c1ccc(S(=O)(=O)NCc2ccc3c(c2)OCO3)cc1	-4.6	i	i	i	i	i	i	i	i	-1.4	-0.7
CN(C)c1ccc(C(=O)OCC(=O)Nc2ccc(S(N)(=O)=O)cc2)cc1	-5.5	i	i	i	i	i	i	i	i	-2.9	-0.1
COc1ccc(NC(=O)CNS(=O)(=O)c2ccc(Cl)cc2)cc1OC	-1.6	i	i	i	i	i	i	i	i	-2.4	-1.2
CCCC(O)(c1ccc(Br)cc1)C(CN1CCOCC1)c1ccc(Cl)cc1 (configuration not stated)	3.0	i	i	i	i	i	i	i	i	?	-0.2
CCOC(=O)CSc1nc(=O)n2ccccc2n1	-0.9	i	i	i	i	i	i	i	i	-0.6	-0.4
CCN1C(=O)c2cccc3c(N)ccc(c23)C1=O	-11.8	i	i	i	i	i	i	i	i	-20.4	-0.9
O=C(NCc1ccccn1)c1cc2n(n1)C(C(F)(F)F)CC(c1ccco1)N2 (configuration not stated)	3.5	i	i	i	i	i	i	i	i	-7.8	0.5
CCOc1ccc(NC(=O)CSc2nc3ccccc3c(=O)n2Cc2cccs2)cc1	-20.1	i	i	i	i	i	i	i	i	0.6	-0.3
COc1ccc(CNC(=O)NCc2ccc(OC)c(OC)c2)cc1OC	4.2	i	i	i	i	i	i	i	i	-1.6	0.0
COc1ccc(N=CC2=C(O)c3ccccc3C2=O)cc1	59.5*	i	i	i	i	i	i	i	i	12.4	0.0
O=C(c1ccc(N2CCOCC2)c([N+](=O)[O-])c1)N1CCN(Cc2ccccc2)CC1	1.3	i	i	i	i	i	i	i	i	-1.8	0.5
Cc1ccc(C(=O)NCC(=O)NCCc2ccc(S(N)(=O)=O)cc2)s1	-2.9	i	i	i	i	i	i	i	i	1.4	0.2
CC(C)CC1=NN(C(=O)c2ccco2)C(O)(C(F)(F)F)C1 (configuration not stated)	0.1	i	i	i	i	i	i	i	i	13.5	-0.3
CCC(=O)Nc1ccc(-c2nnc(SCc3ccc(C(=O)Nc4nccs4)cc3)n2CC)cc1	16.9	i	i	i	i	i	i	i	i	6.0	0.3
CC(C)(C)NC(=O)C(c1ccccc1)N(Cc1ccco1)C(=O)c1csnn1 (configuration not stated)	-0.8	i	i	i	i	i	i	i	i	4.6	-0.7
Cc1ccc(-c2nc3ccc(Cl)cc3c(=O)n2O)cc1	2.9	i	i	i	i	36.9*	i	i	i	69.5*	-2.3
CC(=C\C(=O)O)/C(=C\c1cccc2ccccc12)C(=O)O	-1.1	i	i	i	i	i	i	i	i	-1.1	-0.1
COc1ccc2nc(C)cc(N3CCN(c4ccccc4)CC3)c2c1	-2.1	i	i	i	-5.11*	i	i	i	i	1.8	0.4
CC(C)(C)c1ccc(C(=O)NCCC(=O)N2CCC3(CC2)NCCc2[nH]cnc23)cc1	-1.5	i	i	i	i	i	i	i	i	-5.0	0.5
CC(=O)NC12CC3CC(C1)CC(C(=O)OCC(=O)NC(=O)c1cccn1C)(C3)C2	4.4	i	i	i	i	i	i	i	i	-2.9	0.2
Cc1ccc(-c2nnc(SCc3ccccc3F)o2)cc1	-2.0	i	i	i	i	i	i	i	i	-0.1	1.7
COCCN(CCOC)c1nc(-c2ccc([N+](=O)[O-])cc2)nc2ccccc12	-1.7	i	i	i	i	i	i	i	i	-8.3	-0.3
Cc1ccccc1NC(=O)c1ccc(CN2CCC(Cc3ccccc3)CC2)cc1	-0.3	i	i	i	i	i	i	i	i	-0.1	-0.5
COc1ccc(CCN2C(=O)c3cccc4cccc(c34)C2=O)cc1OC	-1.2	i	i	i	i	i	i	i	i	-12.4	-0.2
COc1cccc(-c2nc(N)nc(SC)c2C#N)c1	-4.2	i	i	i	i	i	i	i	i	-1.9	0.2
COc1ccc(CC2(C)OC(c3ccc(C)c([N+](=O)[O-])c3)=NN2C(C)=O)cc1 (configuration not stated)	20.6	i	i	i	i	i	i	i	i	3.0	-0.1
CCOC(=O)CC1C(=O)NCCN1C(=O)c1ccc(Cl)cc1 (configuration not stated)	/	i	i	i	i	i	i	i	i	-0.6	-0.2
O=C1CCCN1CCCNC(=S)Nc1ccc(F)cc1	4.8	i	i	i	i	i	i	i	i	-0.4	-0.1
Oc1ccccc1/C=N/Nc1nc2ccccc2o1	10.9	i	i	i	i	i	i	i	i	106.0*	26.5*
CCC(/C=N/NC(=O)C1COc2ccccc2O1)CC (configuration not stated)	1.7	i	i	i	i	i	i	i	i	-1.4	-0.5
CCNc1nc(Oc2ccc(=O)[nH]n2)nc(SC)n1	/	i	i	i	i	i	i	i	i	1.7	-0.4
CCOC(=O)C1=C(C)NC(=O)NC1c1cc2c(cc1Br)OCO2 (configuration not stated)	-1.9	i	i	i	i	i	i	i	i	-3.8	-0.4
O=C(/C=C/Nc1ccc(F)cc1Br)c1ccccc1	52.3*	i	i	i	i	i	i	i	i	7.6	-2.3
COCC1CCN(C(=O)c2cc(COc3ccc(F)cc3F)on2)C1 (configuration not stated)	2.8	i	i	i	i	i	i	i	i	4.8	0.0
CC(=O)C(C)Oc1ccc(Cc2ncc(C(F)(F)F)cc2Cl)cc1 (configuration not stated)	-3.4	i	i	i	i	i	i	i	i	1.5	-0.7
C=CCN1C(=O)NC(c2ccc(OC)cc2)(C(F)(F)F)S/C1=C(\C#N)c1nnc(N2CCOCC2)n1-c1ccccc1 (configuration not stated)	2.9	i	i	i	i	i	i	i	i	2.9	0.2
CC(Oc1ccc(Br)cc1Br)C(=O)Nc1cccnc1 (configuration not stated)	/	i	i	i	i	i	i	i	i	/	/
COc1ccc(NCC(=O)n2c(C)c(C)c3ccccc32)cc1	22.3	i	i	i	i	i	i	i	i	-25.3	2.0
C=CCN1C(=O)c2cccc3c(Br)ccc(c23)C1=O	-3.6	i	i	i	i	i	i	i	-7.62*	-8.5	-0.1
CC(NC(=O)Nc1ccccc1O)(C(F)(F)F)C(F)(F)F	7.2	9.8*	i	i	i	i	i	i	i	8.6	-0.4
CCN(CC)CCN(Cc1cc2cc3c(cc2[nH]c1=O)OCO3)C(=S)NCCCN(C)C	-1.1	i	i	i	i	i	i	i	i	-0.6	-2.5
CC1CCN(C(=S)c2cn(Cc3cccc(F)c3)c3ccccc23)CC1	-2.8	i	i	i	i	i	i	i	i	0.5	0.0
Cc1cc(N)c(-n2cc3c(=O)n(C)c(=O)n(C)c3c2)cc1C	16.3	i	i	i	i	i	i	i	i	4.2	2.6
Nc1ccc(N2CCN(C(=O)c3cccs3)CC2)cc1	-1.4	i	i	i	i	i	i	i	i	-1.2	-0.6
COCCNC(=O)CCn1nc(-c2ccc(Cl)cc2)ccc1=O	7.6	i	i	i	i	i	i	i	i	-14.2	3.2
Cc1ccc(OCC(COCc2ccccc2)NC(C)C)cc1 (configuration not stated)	-16.6	i	i	i	-9.34*	i	-6*	i	i	4.1	0.0
C/C(=N\Nc1cc(Cl)nc(C)n1)c1ccccc1	-1.7	i	i	i	i	i	i	i	i	-8.9	2.4
CC1C/C(=N/NC(=O)c2cccs2)CC(C)(C)C1 (configuration not stated)	1.5	i	i	i	i	i	i	i	i	3.6	2.1
CCSc1ccccc1C(=O)Nc1ccc2c(c1)OCO2	1.8	i	i	i	i	i	i	i	i	2.0	1.0
CCn1c(=S)sc2c(=O)n(-c3ccccc3)c(=S)[nH]c21	-4.3	i	i	i	i	i	i	i	i	-1.6	0.0
CCOc1ccc(NC(=O)C2CC=CCC2C(=O)O)cc1 (configuration not stated)	-28.8	i	i	i	i	i	i	i	i	-7.0	-0.1
CCOC(=O)c1sc(NC(=O)c2cc(S(=O)(=O)N3CCOCC3)ccc2C)nc1C	1.8	i	i	i	i	i	i	i	i	2.1	-0.3
Cc1ccccc1CSc1nnc(Cn2c(=O)sc3ccccc32)n1C	6.1	i	i	i	i	i	i	i	i	-3.1	0.0
Cc1ccc(Nc2cc(C)nc3c(C)cccc23)cc1	-0.6	7.29*	i	i	-6.8*	i	-7*	i	i	12.4	0.2
CC(C)(C)c1cc[n+](-c2[nH]c(=O)sc2/C=N/NC(=O)c2ccccc2[O-])cc1	0.4	i	i	i	i	i	i	i	i	-1.2	-14.5
COc1ccc(C)cc1NC(=O)c1ccc(NS(=O)(=O)c2c(C)noc2C)cc1	7.9	i	i	i	i	i	i	i	i	4.5	-0.1
CCOC(=O)c1c(C)[nH]c(C)c1S(=O)(=O)N(C)CC(=O)N(C)Cc1ccccc1	-0.7	i	i	i	i	i	i	i	i	0.2	0.1
CCn1c(SCC(N)=O)nc2c1c(=O)n(C)c(=O)n2C	-0.5	i	i	i	i	i	i	i	i	-0.3	-0.2
COc1ccc(C(=O)CSc2nc3[nH]ncc3c(=O)[nH]2)cc1	-4.3	i	i	i	i	i	i	i	i	1.7	-0.3
CC(=O)Nc1cccc(Nc2nc(-c3ccccc3F)nc3ccccc23)c1	1.4	i	i	i	i	i	i	i	i	12.3	-0.3
CC(=O)NCC(=O)N(C)C(C(=O)Nc1ccc2c(c1)OCCO2)c1ccc(C)cc1 (configuration not stated)	4.9	i	i	i	i	i	i	i	i	8.6	0.4
